# rCAG binder – binds r(CAG) RNA repeats; AID 651821; inhibition, % at 3 µM; r(CAG) RNA repeat, TO-PRO-1 dye displacement fluorescence; 370,000 tested, 1.3% active;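 active = inhibition above the plate cutoff, the mean of all test compounds on that plate plus 3 SD, cut at about 35% in these data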;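 also: 0% = DMSO alone and 100% = 100 µM mitoxantrone as full dye displacement; higher means more dye released from RNA so lower well fluorescence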
# proKLK7 act – activates the human kallikrein-7 zymogen; P49862; activation, % at 7 µM; 370,000 tested, 0.9% active; purified proKLK7, EDANS-DABCYL substrate fluorescence; 100% is mature enzyme control, 0% vehicle;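 active = activation above the mean of all tested compounds plus 3 SD, computed per campaign excluding outliers beyond control limits, cut at about 13% in these data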
# Target sequence (P49862 whole entry, looked up): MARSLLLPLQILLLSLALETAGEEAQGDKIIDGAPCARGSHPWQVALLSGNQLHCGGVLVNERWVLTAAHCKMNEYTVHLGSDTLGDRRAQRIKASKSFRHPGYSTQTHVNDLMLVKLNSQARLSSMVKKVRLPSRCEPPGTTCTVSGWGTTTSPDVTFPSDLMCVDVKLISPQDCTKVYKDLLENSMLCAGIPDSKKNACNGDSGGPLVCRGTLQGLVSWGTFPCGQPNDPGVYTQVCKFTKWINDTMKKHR
# GAA850 FXN act – increases GAA850 frataxin promoter reporter activity; activation, % at 6 µM; AID 540364; HEK293 lucGAA850 FXN promoter luciferase reporter, 24 h; percent of 10 µM SAHA response; 360,000 tested, 0.56% active;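 active = activation above the average of all compounds screened plus 3 SD, cutoff fixed separately per campaign, cut at about 7.5% in these data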;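 also: 0% = DMSO wells and 100% = 10 µM SAHA wells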
# HGIII-sPLA2 inh – Blocks human group III sPLA2 activity; QFRET BODIPY PC-A2 liposome hydrolysis, fluorescence; inhibition, % at 12.2 µM; 370,000 tested, 0.56% active;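 active = inhibition above mean plus 3 SD of compounds lying within the high and low control bounds, cut at about 19% in these data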;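 also: 0% = median of test compound wells and 100% = no enzyme DMSO wells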
# GC-A act – GC-A (human) enzyme activation. 370,000 tested, 0.14% active. activation, % at 10 µM. HEK293 GC-A cells, cGMP TR-FRET, EC30 ANP; 0% at EC30 ANP, 100% saturating ANP. AID 1671463; in the data active = activation above about 40%
# GC-B act – GC-B (human) receptor activation; P20594; HEK293-GC-B cells, CNP EC30, cGMP TR-FRET; 0% at EC30 CNP, 100% saturating CNP; activation, % at 10 µM; 370,000 tested, 0.11% active; AID 1920062;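 active = activation at 10 µM reaching about 35% in either raw or pattern-adjusted values, limit read from the data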
# ARFGAP1 inh – inhibits rat ARF GTPase activating protein 1; Q62848; Arfgap1-stimulated ARF1 GTP hydrolysis, GDP FP detection; inhibition, % at 16.5 µM; 360,000 tested, 0.26% active; AID 651572;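 active = inhibition above a per-plate limit, mean inhibition of low control wells plus 3 SD, cut at about 25% in these data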;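 also: 0% = DMSO wells with enzyme and 100% = wells lacking Arfgap1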
# Target sequence (Q62848 1-136 limits assumed): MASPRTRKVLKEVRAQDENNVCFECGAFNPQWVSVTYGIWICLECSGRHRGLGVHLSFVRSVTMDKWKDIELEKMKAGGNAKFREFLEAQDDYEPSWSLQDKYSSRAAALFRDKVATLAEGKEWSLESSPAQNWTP
#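 Assay system: Rat Arfgap1 GAP domain (His6, aa 1-136), purified enzyme | Buffer or medium: HEPES 25 mM pH 7.5, NaCl 150 mM, MgCl2, DTT | Schedule: GTP hydrolysis reaction 2 h at 25 °C | Signal: FP of antibody-bound GDP Alexa 633 tracer, ex 620/em 688 nm | Measure: Percent inhibition of Arfgap1-stimulated GTP hydrolysis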
# ADAM10 inh – ADAM10 inhibition, QFRET primary screen; O14672; recombinant ADAM10, EDANS/DABCYL FRET peptide cleavage, 3 h; inhibition, % at 7 µM; 370,000 tested, 0.62% active; AID 720582;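 active = inhibition above a per-campaign cutoff equal to the mean of compounds falling between control-based bounds plus 3 SD, cut at about 20% in these data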;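 also: 0% = DMSO wells while the 100% control is not disclosed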
# ASAP1 inh – inhibitors of human ASAP1 ArfGAP activity | 360,000 tested, 0.19% active | Q9ULH1 | ASAP1-stimulated ARF1 GTP hydrolysis, GDP FP detection | inhibition, % at 16.5 µM; in the data active = inhibition above about 25%;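 also: 0% = vehicle with enzyme and substrate and 100% = no enzyme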
# DDE Tn6 FP inh – disrupts Tn6 cyclic peptide binding to fibrin D-Dimer-E complex. inhibition, % at 8.3 µM. Fibrin DD(E) TRITC-Tn6 fluorescence polarization displacement. AID 720509. P02675. 370,000 tested, 0.21% active;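 active = inhibition above a per-campaign cutoff: mean of compounds within control limits plus 3 SD, cut at about 15% in these data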;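 also: 0% = median of all compound wells on the plate and 100% = blocking peptide control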
# Target sequence (P02675 whole entry, looked up): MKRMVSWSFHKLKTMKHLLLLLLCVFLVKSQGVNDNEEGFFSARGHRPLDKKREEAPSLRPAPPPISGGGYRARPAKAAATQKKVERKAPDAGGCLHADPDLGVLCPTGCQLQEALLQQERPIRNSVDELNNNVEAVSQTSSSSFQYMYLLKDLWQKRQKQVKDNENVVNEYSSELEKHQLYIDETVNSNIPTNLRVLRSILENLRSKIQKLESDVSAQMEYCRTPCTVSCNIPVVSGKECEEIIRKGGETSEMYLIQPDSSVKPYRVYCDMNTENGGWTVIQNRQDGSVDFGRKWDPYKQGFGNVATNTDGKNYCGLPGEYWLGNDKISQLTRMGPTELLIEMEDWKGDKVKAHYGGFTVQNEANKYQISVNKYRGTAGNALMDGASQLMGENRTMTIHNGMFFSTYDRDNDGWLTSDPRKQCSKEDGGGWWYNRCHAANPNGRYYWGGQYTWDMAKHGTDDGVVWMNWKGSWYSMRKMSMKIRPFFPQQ
# Active calls of the source: *; i = inactive; · = not tested or not shown.
# Under each structure: rCAG binder	proKLK7 act	GAA850 FXN act	HGIII-sPLA2 inh	GC-A act	GC-B act	ARFGAP1 inh	ADAM10 inh	ASAP1 inh	DDE Tn6 FP inh
COCCOC(=O)N(C)C[C@@H]1OCCCC[C@H](C)Oc2ccc(NC(=O)Nc3ccccc3)cc2C(=O)N([C@@H](C)CO)C[C@H]1C
 : ·	·	·	-15	-2	2	·	-2	·	6
CCN1C(=O)C(C)C=C(C)C=C1C (stereo not given)
 : 2	-0.2	-0.3	-4	-2	6	10	2	6	10
COc1cc(CNCCN2CCOCC2)ccc1OCc1cccc(Cl)c1
 : -3	0.0	1.6	1	2	-3	3	-10	4	-3
CN(C)CC(C)(C)CNS(=O)(=O)c1ccc(OC(F)(F)F)cc1
 : 1	-0.3	-0.6	2	7	1	5	3	-10	6
C=CC[C@@H](CC(=O)N[C@H](CO)Cc1ccccc1)C(=O)N[C@@H](COC(=O)[C@@H](CC=C)CC(=O)OC(C)(C)C)Cc1c[nH]c2ccccc12
 : 5	0.3	-11	-90	-6	7	4	17	8	-2
O=C(C1CCC1)N1CCN(c2ccc(C(F)(F)F)cc2[N+](=O)[O-])CC1
 : -8	0.3	1.0	7	1	-4	-4	-2	3	-3
CCOc1ccc(NC(=O)N[C@@H](Cc2ccccc2)C(=O)O)cc1
 : 2	0.2	-1.8	-3	2	5	7	2	-10	-1
CC(C)C[C@H]1CN([C@@H](Cc2ccc(O)cc2)CN2CCC[C@H]2CN2C(=O)C(=O)NC[C@@H]2Cc2ccccc2)C(=O)C(=O)N1CC1CCCCC1
 : 6	0.4	·	2	4	4	6	-11	-8	-5
O=[N+]([O-])c1ccc(N2CCN(S(=O)(=O)Cc3ccccc3)CC2)cc1N1CCOCC1
 : -1	0.4	-0.4	-4	-7	-2	11	4	-14	10
COc1ccccc1CNC(=O)CN1C(=O)c2cccc(N)c2C1=O
 : 0	50*	2.6	8	3	-3	19	i	2	-2
CCCCN1CCN=C1Nc1ccccc1
 : -1	-0.7	0.0	5	1	6	-4	-8	9	4
O=C(CNC(=O)c1ccccc1F)OC1CCOC1=O (stereo not given)
 : 2	0.4	1.0	-6	1	0	13	3	10	-4
CC(C)C(C)NC(=O)CSc1nc2scc(-c3ccco3)c2c(=O)n1-c1ccccc1 (stereo not given)
 : 5	-1.6	2.0	-11	-1	-1	-3	0	-7	7
Cc1cccc2nc(-c3ccco3)c(Nc3ccc4c(c3)OCO4)n12
 : -5	-1.7	2.7	10	33	6	7	-50	4	-4
CN(C)S(=O)(=O)c1cccc(C(=O)OCC(=O)N2c3ccccc3NC(=O)C2(C)C)c1
 : -2	-0.5	-0.9	0	-2	7	13	-3	1	-4
CC1=C(C(=O)N2CCCCCC2)CC(CC(=O)NCc2ccco2)C(=O)N1Cc1ccccc1 (stereo not given)
 : 0	0.0	·	6	4	-2	-13	-8	11	3
C=CCC(Nc1ccccc1)c1cccc(OC)c1OC (stereo not given)
 : -4	0.0	1.9	4	-18	-6	2	5	7	-5
CC1CN(C(=O)c2ccc([N+](=O)[O-])s2)CC(C)O1 (stereo not given)
 : 2	1.0	0.3	9	-1	2	3	-7	-19	0
COC(=O)c1sccc1NC(=O)Nc1cccc(C(C)=O)c1
 : 3	0.0	1.9	0	4	2	3	2	1	1
COC(=O)C1=C(C)N(C)C(=S)NC1c1ccc(OC)cc1OC (stereo not given)
 : -2	-0.3	-1.6	10	-1	-2	-2	-1	-4	4
O=C(CN1C(=O)c2ccccc2C1=O)Oc1ccc(Cl)cc1
 : -7	0.6	1.8	-2	-5	-8	18	-3	8	-2
CC(=O)Nc1cccc(NC(=S)Nc2cccc3ccccc23)c1
 : 5	-9.0	1.0	10	2	7	-11	-145	-8	-1
O=C1NC(=O)/C(=C\c2ccc(Br)o2)S1
 : 12	-0.8	0.2	2	4	0	16	-13	1	3
CC(=O)N(/N=C/c1cccc(C)c1)c1nc(-c2ccc(Br)cc2)cs1
 : -1	0.7	-0.1	-1	-3	-6	-7	5	-9	3
CCS(=O)(=O)n1c(Cc2cccs2)nc2ccccc21
 : 2	1.1	4.1	-1	-6	-9	-15	0	-1	3
Cc1ccccc1C1=N/C(=C/c2cccnc2)C(=O)O1
 : -1	-0.5	1.0	3	5	-2	-4	-1	7	6
COC(=O)c1cc(S(=O)(=O)NCC(C)c2ccccc2)c[nH]1 (stereo not given)
 : 1	-0.7	-3.4	5	3	3	12	-16	7	-10
Cc1ccc(C(=O)NNC(=O)CSc2nnc3c(n2)[nH]c2ccc(F)cc23)cc1
 : 3	-0.4	0.1	-4	-4	-4	0	-6	-6	2
Cc1ccc(Cn2c(-n3nc(C)cc3C)nc3c2c(=O)[nH]c(=O)n3C)cc1
 : -1	0.7	-1.3	-3	-1	4	-13	-4	-13	4
Cc1cc(C)nc(SCC(=O)NNC(=O)c2ccccc2C)n1
 : -4	-0.1	1.5	9	-1	5	0	-5	1	-7
O=c1[nH]nc(Cc2ccc(-c3cccc(Cl)c3)o2)c2ccccc12
 : 2	0.3	-0.6	-6	3	5	-13	-2	-6	2
CN(C(=O)c1cccc(Cl)c1)C1CCCN(Cc2ccccc2F)C1 (stereo not given)
 : -5	0.1	-1.0	0	-2	5	4	2	0	4
O=c1c2ccccc2cnn1Cc1nnc(-c2cccs2)o1
 : 4	-0.2	0.5	8	-1	1	8	3	4	0
Cc1nc2ccc(S(=O)(=O)NC(CC(C)C)C(=O)O)cc2s1 (stereo not given)
 : 5	0.4	0.6	8	0	-1	0	2	13	-2
CCOc1ccc(NC(=O)CSCc2cnn(-c3ccccc3)c2-n2cccc2)cc1
 : -6	0.5	-2.7	-14	0	-6	4	8	17	-2
Cn1ncc(Cl)c1C(=O)N1CCN(C(=O)c2ccco2)CC1
 : 4	0.1	0.4	2	2	-2	1	2	-7	-4
O=C(O)CCC1=C2c3ccccc3CCN2C(=O)CC1
 : -2	-0.2	0.5	-1	-1	2	8	-9	4	2
CCOC(=O)C1(C)CCCN(C(=O)c2ccccc2C(F)(F)F)C1 (stereo not given)
 : -2	0.3	-1.6	5	2	2	-5	-8	12	5
C/C(=N/NC(=O)c1cc(-c2ccc(Br)s2)[nH]n1)c1ccco1
 : 13	0.0	1.3	-2	1	1	10	-15	-1	6
CSCCC(NS(=O)(=O)c1cccc(C(F)(F)F)c1)C(=O)N(C)CCOc1ccc(Cl)cc1 (stereo not given)
 : -6	0.8	-0.1	-21	-7	-8	18	17	10	0
COc1cc(OC)cc(C(=O)NCC(=O)Nc2ccc(-c3ccccc3)cc2)c1
 : 9	0.3	-2.5	-33	-1	-2	3	9	6	-6
Cc1ccc2nc(NC(=O)CSCc3ccccc3)sc2c1
 : 2	-0.4	1.5	-4	0	-6	9	1	0	2
COc1cccc(OC)c1CNC(=O)CCSCc1ccccc1F
 : -7	-0.1	2.4	2	-2	-7	-12	4	-2	5
CN(C)Cc1ccccc1COc1ccccc1
 : -6	-0.2	2.1	12	-5	-3	1	2	1	-5
CCC(C)N(C(=O)CSc1nncn1C)C1CCS(=O)(=O)C1 (stereo not given)
 : -1	-0.7	-1.1	-1	3	0	3	-1	-3	3
NS(=O)(=O)c1ccc(N/N=C/c2cn(-c3ccccc3)nc2-c2cccs2)c([N+](=O)[O-])c1
 : 4	-0.1	3.8	2	1	-4	11	-12	-6	-1
CN1CCN(NC(=S)NC2CCCC2)CC1
 : -1	0.3	2.5	5	3	0	-1	-6	-2	0
Cc1nnc(Sc2cc(C(=O)NCCCOC(C)C)c3ccccc3n2)s1
 : 5	0.5	1.9	-3	-2	1	12	-7	4	1
O=C(NCC1COc2ccccc2O1)c1ccc(NC(=O)c2cc(F)ccc2F)cc1 (stereo not given)
 : 5	1.4	·	8	1	-8	·	-8	·	1
CC(NC(=O)CN1C(=O)c2ccccc2C1=O)c1ccccc1 (stereo not given)
 : 3	0.4	0.8	6	1	3	-1	-6	11	-2

# Later entries
# Under each structure: rCAG binder	proKLK7 act	GAA850 FXN act	HGIII-sPLA2 inh	GC-A act	GC-B act	ARFGAP1 inh	ADAM10 inh	ASAP1 inh	DDE Tn6 FP inh
COc1ccc(C(CNC(=O)c2c(C)nn(Cc3ccccc3)c2Cl)N2CCOCC2)cc1 (stereo not given)
 : 2	0.0	2.0	-4	1	3	2	8	0	8
O=c1cc(-c2ccccc2)nc2nc(COc3ccccc3)[nH]n12
 : 6	0.3	-0.1	-5	-2	5	-9	-3	5	-2
Fc1ccccc1OCCSc1nc2ccccc2o1
 : -9	0.0	1.4	4	2	-1	-10	-1	3	-5
C[C@]12CC[C@@H]3c4ccc(OC(=O)c5ccccc5)cc4CC[C@H]3[C@@H]1CC[C@@H]2O
 : 4	0.6	2.1	-3	11	-1	-16	12	-5	5
CCc1ccc(Nc2cnn(-c3nc4ccccc4s3)c(=O)c2Cl)cc1
 : 6	0.4	-3.4	6	8	2	3	-7	11	-3
COc1ccc(C(=O)CCC(=O)O)cc1
 : 1	0.5	0.3	3	0	3	5	-10	-3	3
O=C(NC(=S)Nc1cccc2cc(O)ccc12)c1ccco1
 : 10	1.5	-0.8	-4	-4	6	-14	-6	13	-4
COc1ccccc1/C=C(/C(=O)NCCCn1ccnc1)c1ccccc1
 : -12	0.0	0.1	-4	·	·	4	-4	-9	0
O=C(NC(=S)Nc1ccccc1Br)c1ccc2c(c1)OCO2
 : -2	-0.4	3.8	3	-7	-7	-1	-6	-6	-2
COC(=O)Cc1ccc(OC(=O)CCS(=O)(=O)c2ccc(Cl)cc2)cc1
 : -8	-0.3	0.1	2	2	-5	-3	-1	21	-8
CCNC(=O)CC1C(=O)N(c2ccc(F)cc2)C(=O)N1Cc1cccs1 (stereo not given)
 : -3	0.0	1.4	-3	2	0	2	-4	-14	-8
CCCNCc1cc(OC)c(OCc2ccccc2)cc1Br
 : -6	-0.7	0.0	6	-1	0	5	6	6	4
Cc1ccc(NC(=O)CSCC(=O)N2CCCc3ccccc32)cc1
 : -5	-0.2	2.3	-11	-2	2	-2	4	1	-2
COc1ccccc1Nc1nc(N)nc(CN2CCCCC2)n1
 : -2	0.2	0.8	6	-1	-4	7	-6	3	4
CSc1nnc(-c2ccc(S(=O)(=O)N3CCCC3)cc2)n1C
 : -3	-0.3	-1.6	-3	2	-1	-12	-12	-16	4
COc1ccc(CNC2CCCC2)c(OC)c1OC
 : 3	-0.3	-0.5	11	-1	-3	-3	5	16	-5
CN(C)C(CNC(=O)c1ccc(NS(=O)(=O)c2ccc3[nH]c(=O)[nH]c3c2)cc1)c1ccccc1 (stereo not given)
 : 3	0.2	2.2	-2	2	-4	3	5	1	-6
CCOc1ccc(CC(=O)N/N=C(\C)c2cccnc2)cc1OCC
 : -2	0.1	2.4	-4	-1	4	2	-4	2	2

# One compound at a time, from the list above. Values in the order: rCAG binder | proKLK7 act | GAA850 FXN act | HGIII-sPLA2 inh | GC-A act | GC-B act | ARFGAP1 inh | ADAM10 inh | ASAP1 inh | DDE Tn6 FP inh
# `CCOc1ccc(CC(=O)N/N=C(\C)c2cccnc2)cc1OCC` in the list: -2 | 0.1 | 2.4 | -4 | -1 | 4 | 2 | -4 | 2 | 2
# `CCNC(=O)CC1C(=O)N(c2ccc(F)cc2)C(=O)N1Cc1cccs1` (stereo not given) in the list: -3 | 0.0 | 1.4 | -3 | 2 | 0 | 2 | -4 | -14 | -8

# Screens: PubChem BioAssay, several laboratories
